DENV2 CPE rescue – inhibitors of DENV2 cytopathic effect, primary screen, cell-based, plate reader, single concentration; DENV2-infected cells, cytopathic effect rescue; CPE inhibition, % at 9.99 µM; 1.7% of 350,000 active; in the data active means CPE inhibition above about 20%, passing the limit was not always enough; inconclusive means no clear call, values can overlap the other calls; tested in BHK-21 cells;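 further: 0% = median of neutral control wells and 100% = median of positive control wells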
PAX8 inh HTS – inhibitors of PAX8-driven TPO luciferase reporter, primary screen, RMG-I cells, single concentration | inhibition, % at 12.6 µM | 1.2% of 360,000 active | SteadyGlo, 24 h;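 active means mean replicate inhibition at least 60% with every replicate also reaching 60%; inconclusive means only one of the two criteria is met; inactive means mean below 60% and not all replicates reaching 60%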;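 further: luciferase light reporting Pax8 driven TPO promoter activity; plate controls were median of neutral control wells for no effect and mitoxantrone controls for full effect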
LGR2 inh – inhibitors of bursicon-induced LGR2 CRE-luciferase signal, primary screen, cell-based, HEK293, CRE-luciferase reporter, bursicon stimulation | Drosophila bursicon receptor LGR2 (rickets) | 0.35% of 380,000 active | inhibition, % at 9.99 µM | bursicon-stimulated, 4 h | AID 720647, 2013;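 active means drop in luminescence signal, shown as inhibition above about 50% in the replicate tests, limit read from the data, passing the limit was not always enough; inconclusive means probably only some replicates passing the limit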;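 further: agonist challenge used bursicon conditioned medium at about half maximal strength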
SIRT5 block – SIRT5 desuccinylase inhibitors, primary screen, biochemical, fluorescence imaging, single point, set 5 | Purified SirT5, succinyl-peptide AMC, trypsin-coupled fluorescence | 1.1% of 330,000 active | NAD-dependent protein deacylase sirtuin-5, mitochondrial (Homo sapiens), Q9NXA8 | inhibition, % at 15 µM | AID 652115, 2013; in the data active means inhibition above about 15%; inconclusive means no clear call, values can overlap the other calls
Target sequence (Q9NXA8 whole entry, looked up): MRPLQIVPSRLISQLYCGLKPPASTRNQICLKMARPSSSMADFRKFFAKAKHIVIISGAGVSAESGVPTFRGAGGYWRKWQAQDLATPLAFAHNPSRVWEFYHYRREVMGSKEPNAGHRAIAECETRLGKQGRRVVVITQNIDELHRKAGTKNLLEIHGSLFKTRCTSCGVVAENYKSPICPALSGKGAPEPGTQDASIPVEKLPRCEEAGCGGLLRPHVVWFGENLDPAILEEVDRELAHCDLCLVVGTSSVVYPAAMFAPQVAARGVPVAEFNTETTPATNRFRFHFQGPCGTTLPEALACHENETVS
Casp6 inh – human caspase-6 inhibitors, primary screen, biochemical, VEID-R110 fluorescence, single point, set 2; P55212; purified caspase-6, Z-VEID-R110 cleavage fluorescence; inhibition, % at 12.5 µM; 0.53% of 350,000 active; AID 686996, 2013;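 active means mean inhibition across replicates at least about 35%, with every replicate also reaching that limit, limit read from the data; inconclusive means only one of the two criteria met; inactive means neither criterion met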;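 further: 0% = median of neutral control wells and 100% = no fluorescence left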
Target sequence (P55212 24-179 limits assumed): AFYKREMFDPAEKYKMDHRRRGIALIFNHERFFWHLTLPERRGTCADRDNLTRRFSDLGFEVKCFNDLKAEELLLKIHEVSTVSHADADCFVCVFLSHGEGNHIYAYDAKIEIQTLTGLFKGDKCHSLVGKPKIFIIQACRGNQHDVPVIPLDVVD
Target sequence (P55212 194-293 limits assumed): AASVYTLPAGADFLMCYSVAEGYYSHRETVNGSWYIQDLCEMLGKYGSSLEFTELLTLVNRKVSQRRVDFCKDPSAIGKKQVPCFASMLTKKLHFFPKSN
EWS-Fli block – EWS/Fli-driven NR0B1 reporter inhibitors, primary screen, A673 cells, NR0B1 luciferase, luminescence, MLPCN library. viability-normalised. 0.67% of 350,000 active. inhibition, % at 12.6 µM;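 active means mean inhibition of at least 50% after viability correction, with every replicate also passing that limit; inconclusive means mean reaches 50% but only one of two replicates passes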;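 further: firefly luciferase signal divided by Alamar Blue viability fluorescence both relative to DMSO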
ARNT TACC3 PPI – disruptors of ARNT/TACC3 protein interaction, primary screen, biochemical, AlphaScreen, single concentration; Transforming acidic coiled-coil-containing protein 3 (Homo sapiens), Q9Y6A5; AlphaScreen His-ARNT PAS-B/GST-TACC3 binding, luminescence; TACC3 fragment carries E629A point mutation; inhibition, % at 9.99 µM; 0.66% of 390,000 active; AID 623870, 2012;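 active means mean inhibition of replicates at least 50% and at least half of replicates each reaching 50%; inconclusive means half or more replicates reach 50% but mean below 50%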;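 further: 0% = complete ARNT plus TACC3 wells and 100% = ARNT alone without TACC3; many hits fall short of the cut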
The depositor's hits bear a star; ? = inconclusive; / = no result given; & = joins results of further samples.

mol,DENV2 CPE rescue,PAX8 inh HTS,LGR2 inh,SIRT5 block,Casp6 inh,EWS-Fli block,ARNT TACC3 PPI
O=C(c1ccc(C(F)(F)F)cc1)C1CCCN(C(=O)c2csnn2)C1 (configuration not stated),4,1,-5,0,0,1,3
CC(C)c1ccc(NC(=O)C2C3C=CC(CC3)C2C(=O)O)cc1 (configuration not stated),-2,4,/,-3,1,-6,7
C=CCN(C(=O)c1cccc(N2C(=O)C3CC=CC(C)C3C2=O)c1)c1ccccc1 (configuration not stated),5,4,-4,-4,3,2,9
COc1ccc(N2C=C3C(=O)C(C)(OC(=O)CCc4ccccc4)C(=O)C=C3C=C2c2ccc(C#N)cc2)cc1 (configuration not stated),0,3,-7,-2,1,-5,2
CNC(=O)N(O)C1N(/N=C/c2cccs2)C(=S)SC1(C)C (configuration not stated),-7,2,-9,1,-3,-5,-3
CC(C)c1ccc(N(CC(=O)NCc2ccco2)C(=O)CCC(=O)Nc2nccs2)cc1,5,6,-12,/,-1,6,-5
Cn1c(CC(=O)NNC(=O)c2ccccc2F)nc2ccccc21,4,74*,8,-2,1,12,9
CC1CC(C)CN(C(=O)Cn2nnc(-c3ccc(Br)cc3)n2)C1 (configuration not stated),0,14,-18,-1,/,2,1
COc1ccc(C(=O)NCC(=O)OCC(=O)c2ccc(Cl)cc2)cc1OC,4,-3,-10,0,-8,-1,-8
CCc1ccc(S(=O)(=O)N/N=C(/C)c2ccncc2)cc1,-5,18,-4,0,-4,5,2
O=C(NN=C1CCCCC1)c1ccccc1OCc1ccc(F)cc1,1,5,4,0,-3,-10,1
COc1ccc(C#Cc2cnc3c(c2)C(=O)N([C@H](C)CO)C[C@H](C)[C@H](CN(C)Cc2ccccc2)O3)cc1OC,2,-19,-10,0,1,13,-5
O=S(=O)(Nc1ccccn1)c1cccc(S(=O)(=O)c2ccc(Br)cc2)c1,0,-1,7,1,8,10,5
COc1ccccc1OCC(O)CN1CCN(CC(=O)Nc2c(C)cccc2C)CC1 (configuration not stated),-8&-12,21&18,-3&7,-1&-6,0&-5,-1&-7,-3&3
CCc1ccc(OCCNC(=O)c2ccco2)cc1,14,-33,-35,1,1,-45,-3
Cc1noc(C)c1NC(=O)Nc1ccc2c(c1)C(=O)N([C@H](C)CO)C[C@H](C)[C@@H](CN(C)Cc1ccc(C(F)(F)F)cc1)O2,-6,-5,-10,6,-2,/,28
C[C@@H]1CN([C@H](C)CO)C(=O)Cc2cc(NC(=O)Cc3ccccc3)ccc2O[C@H]1CN(C)C(=O)Nc1ccc(C(F)(F)F)cc1,4,/,6,2,0,-10,0
C[C@@H]1CCCCO[C@H](CN(C)S(=O)(=O)c2cccs2)[C@H](C)CN([C@@H](C)CO)C(=O)c2cc(NC(=O)Nc3cccc4ccccc34)ccc2O1,?,14,3,/,/,5,-1
C[C@@H]1CN([C@H](C)CO)C(=O)c2cc(NS(=O)(=O)c3ccccc3)ccc2O[C@H]1CN(C)C,-1,-10,6,9,-5,/,6
COC(=O)c1cc([N+](=O)[O-])c(-n2cncn2)c([N+](=O)[O-])c1,-1,9,5,2,3,-1,-4
CC(C)CC#Cc1ccc2c(c1)O[C@@H](CN(C)CC1CCOCC1)[C@H](C)CN([C@H](C)CO)S2(=O)=O,-2,/,-3,17*,3,42,6
O=C(CCN1CCCCC1)NCC[C@H]1CC[C@H](NC(=O)Cc2cccnc2)[C@H](CO)O1,-2,-2,4,0,-1,-3,-29
CCCNC(=O)Nc1ccc2c(c1)C(=O)N(C)C[C@H](OC)[C@@H](C)CN(C(=O)C1CCOCC1)[C@@H](C)CO2,3,-6,7,/,/,-7,/
O=C(Cc1ccccn1)N1CC(=O)N2[C@H](C1)[C@@H](c1ccc(C#CC3CC3)cc1)[C@@H]2CO,-5,-20,10,0,-2,19,/
Cc1ccc(NC(=O)Cn2cc(C(F)(F)F)cc(Cl)c2=O)cc1Cl,4,7,/,-2,0,-3,-1

(more compounds)
mol,DENV2 CPE rescue,PAX8 inh HTS,LGR2 inh,SIRT5 block,Casp6 inh,EWS-Fli block,ARNT TACC3 PPI
CCN1C(=O)c2ccccc2S(=O)c2ccc(C(=O)N3CCN(C(=O)c4ccco4)CC3)cc21 (configuration not stated),?,2,-10,-3,3,5,0
O=C(NCC(=O)N(c1ccccc1)C(C(=O)NC1CCCCC1)c1cccnc1)c1cccs1 (configuration not stated),-4,7,3,-6,-2,-1,/
O=C(C1CCC1)N1C[C@@H]2[C@H](c3ccccc31)[C@@H](CO)N2C(=O)c1ccccc1,6,-3,8,-2,-1,-5,1
CC(C)c1ccc(N(CC(=O)NCc2ccc(F)cc2)C(=O)c2csnn2)cc1,3,7,6,-2,1,-2,-6
C[C@H]1CN([C@@H](C)CO)C(=O)c2cc(C#CC3CCCCC3)cnc2O[C@@H]1CN(C)S(=O)(=O)c1ccc(F)cc1,?,/,18,-2,2,6,1
COc1ccccc1CNC(=O)C1CCC(CNc2c(N3CCC(C)CC3)c(=O)c2=O)CC1 (configuration not stated),-1,15,-3,-3,3,14,3
CCOC(=O)NC(=O)COC(=O)CNC(=O)c1ccc(OCC)c(OCC)c1,3,13,-27,-6,1,-9,5
O=C(CN1C(=O)C(=O)N(Cc2ccco2)C1=O)Nc1ccccc1,5,/,12,0,1,6,3
Cc1ccc(S(=O)(=O)N2CC[C@H]3[C@@H](C2)C(=O)C[C@@H](c2ccccc2)N3S(=O)(=O)c2ccc(C)cc2)cc1,-1,9,-5,-3,-3,-1,/
C[C@H](NC(=O)[C@@H]1N[C@@H]2c3ccc(-c4cccnc4)c(=O)n3C[C@@H]2[C@H]1CO)c1ccccc1,0,/,12,-20,-2,-7,5
Cc1ccc(N(CC(=O)N2CCCC2)S(C)(=O)=O)c(C)c1,-4,4,-22,-1,-3,9,1
COc1cccc(NS(=O)(=O)c2ccc3c(c2)n(C)c(=O)c(=O)n3C)c1,/,/,-13,-3,-1,/,-4
CCOc1ccc(N(CC(=O)Nc2ccc(OC)cc2)C2=NC3CS(=O)(=O)CC3S2)cc1 (configuration not stated),-4,12,15,-3,-1,5,6
Cn1c(CC(=O)Nc2ccccc2)nnc1SCC(=O)Nc1ccc(N2CCOCC2)cc1,-1,-3,-27,-3,-4,-51,-2
CCOc1ccc(C2c3[nH]c4ccccc4c3CCN2Cc2cccn2-c2ncccn2)cc1 (configuration not stated),-10,-6,19,-4,5,-16,/
CC(=O)Nc1cccc(S(C)(=O)=O)c1,2,44,1,-8,-1,0,-2
Cc1ncc([N+](=O)[O-])n1CC(=O)NC1CCCCCC1,-2,2,-6,-4,2,-4,6
COC(=O)C1CCN(C(=O)COC(=O)C2CCN(S(=O)(=O)c3c(Cl)cccc3Cl)CC2)CC1,-8,-18,8,1,2,5,-3
C[C@@H]1CN([C@H](C)CO)C(=O)c2ccccc2-c2ccccc2CO[C@H]1CN(C)S(=O)(=O)c1cccc(F)c1,11,-4,1,-6,-2,3,-8
CCN(C(=O)CSc1nc2cc(C(=O)O)ccc2c(=O)n1Cc1ccccc1)c1ccccc1,-1,17,10,-17,-1,7,4
CCOC(=O)C1CCN(c2ncnc3c2oc2ccc(Br)cc23)CC1,-13,/,-25,1,-1,-14,0
CCCNC(=O)c1ccccc1NC(=O)c1ccc2c(c1)NC(=O)C(C)S2 (configuration not stated),?,2,-8,-3,0,41,-1
CCCN1CCN(C(=O)Cn2c(=O)oc3cc(S(=O)(=O)NCc4ccccc4)ccc32)CC1,-5,-13,11,-3,-1,-4,-3
COc1cccc(NC(=O)N(C)C[C@H]2Oc3ncc(/C=C/c4ccccc4)cc3C(=O)N([C@@H](C)CO)C[C@H]2C)c1,-2,19,-5,-5,0,-11,13
O=C(C[C@H]1C[C@@H]2c3cc(NS(=O)(=O)c4ccc(F)cc4)ccc3O[C@@H]2[C@H](CO)O1)N1CCCCC1,/,-1,-4,3,1,1,-2

More results.
mol,DENV2 CPE rescue,PAX8 inh HTS,LGR2 inh,SIRT5 block,Casp6 inh,EWS-Fli block,ARNT TACC3 PPI
O=C(NCCC1CCCCN1S(=O)(=O)c1ccc(F)cc1)C(=O)NC1CCCC1 (configuration not stated),4,7,5,-2,1,-3,5
Cc1cc(C(=O)COC(=O)Cc2n[nH]c(=O)c3ccccc23)c(C)n1-c1ccc2c(c1)OCO2,2,13,10,1,0,3,5
Cc1sc(NC(=O)CN(Cc2ccccc2)C(=O)C2CC2)c(C(N)=O)c1C,10,0,-10,-8,3,0,0
CCCNC(=O)C[C@@H]1CC[C@@H]2[C@H](COc3ccc(NC(=O)Nc4ccccc4F)cc3C(=O)N2C)O1,-1,8,-11,-2,1,2,8
CCS(=O)(=O)N1CC2(C1)[C@H](c1ccccc1)[C@H](CO)N2C(=O)C1CCC1,?,/,-7,2,-1,-11,/
O=C(O)CCSSCCC(=O)O,4,/,9,/,-1,-4,/
O=C(C[C@H]1C=C[C@@H](NC(=O)c2cccnc2)[C@@H](CO)O1)NCCN1CCCCC1,0,/,-8,0,0,/,-15
N/C(Cn1cncn1)=N\NC(=O)C(=O)Nc1ccccc1,-11,5,39,-7,-1,-21,17
OCCC1CN(Cc2cccn2-c2ccccn2)CCN1C1CCCCC1 (configuration not stated),10,-2,/,-3,-9,-6,-2
O=C(C[C@@H]1CC[C@@H]2[C@H](COC[C@H](O)CN2Cc2cc(F)ccc2F)O1)NCc1ccc(F)cc1,4,-16,-12,-4,-1,-11,2
O=C(O)c1cncc(SCc2ccccc2)n1,0,9,4,3,4,2,-7
O=C(Cn1cc(COc2ccccc2[N+](=O)[O-])nn1)c1ccc(O)cc1,?,-18,-4,0,2,-16,-4
COc1ccc2c3c([nH]c2c1)[C@@H](CO)N(C(=O)CC1CC1)CC31CCN(C(=O)CC2CC2)CC1,-3,9,9,4,/,0,/
Cn1ncc(Br)c1C(=O)N1CCCCCC1,-7,13,-10,-7,5,-1,-5
Cc1onc(-c2ccccc2)c1C(=O)OCC(=O)N1CCCCC1,6,-5,12,/,1,4,/
CCOC(=O)C1(Cc2cccc(OC)c2)CCN(Cc2cnc(N)nc2)CC1,2,-3,13,-1,2,8,0
Cc1c(N=Cc2ccc(O)c(Br)c2)cccc1[N+](=O)[O-],-2,11,3,-6,-1,6,-2
C#CCNC(=O)C1=C[C@H](c2ccc(C#C)cc2)C[C@H](OCCCCO)O1,16,-25,/,2,-1,-6,/
COc1ccccc1OCCc1nnc(N)s1,4,/,12,-1,-7,-2,4
CCCc1cc(C(=O)NCc2cccs2)no1,3,-23,/,-1,-1,-50,-3
COc1cccc(/C=C2/SC(=S)N(CC(=O)NNC(=O)c3ccccc3OC)C2=O)c1,-6,34,-5,-2,-3,9,10
COC(CNC(=O)c1ccc(CS(=O)(=O)c2ccc(C)cc2)o1)OC,-2,1,1,5,1,-5,3
O=Cc1ccc(C(=O)OCC(=O)NCc2ccco2)cc1,1,/,4,-2,2,3,-4
CCOc1cc(NC(=O)C(C)C)c(OCC)cc1NC(=O)Nc1ccccc1,-4,-5,15,5,0,-5,-6

No new results follow: an excerpt of the list.
mol,DENV2 CPE rescue,PAX8 inh HTS,LGR2 inh,SIRT5 block,Casp6 inh,EWS-Fli block,ARNT TACC3 PPI
O=C(Cn1cc(COc2ccccc2[N+](=O)[O-])nn1)c1ccc(O)cc1,?,-18,-4,0,2,-16,-4
COc1ccc2c3c([nH]c2c1)[C@@H](CO)N(C(=O)CC1CC1)CC31CCN(C(=O)CC2CC2)CC1,-3,9,9,4,/,0,/
